# Statin myotox sup = protects C2C12 myotubes from simvastatin toxicity. AID 602340. ATP luminescence, 48 h; scaled: DMSO 0, geranylgeraniol control 100. 330,000 compounds, 0.78% hits. rescue of ATP level, % at 7.49 µM;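 active = mean ATP rescue above about 67%, or every replicate alone reaching that limit, limit read from the data, passing the limit was not always enough; inconclusive = no clear call, values can overlap the other calls; inactive = mean under the limit and some replicate under it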;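 also: myotubes were challenged with 10 µM simvastatin during compound exposure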
# Xi reactivation = X-chromosome reactivation activator; XiGFP mouse fibroblasts, % GFP-positive cells imaging, 3 d; cells co-treated with 5-aza-dC sensitizer; scaled so ellipticine positive control = 100%; activation, % at 7.58 µM; 360,000 compounds, 0.055% hits;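 active = mean normalized replicate activation at least 10% and every replicate at or above 10%; inconclusive = only one of the two criteria met; inactive = mean below 10% and not all replicates reach 10%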;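 also: 0% = median of on-plate neutral control wells and 100% = ellipticine 6 µM median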
#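 System: 68-5-11 XiGFP fibroblast line; Timing: 3 days compound exposure; Compound dosing: one concentration, pinned; Benchmarks: positive control ellipticine, 6 µM final; Buffer or medium: DMEM containing 5-aza-dC.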
# PGC1a acetyl inh = lowers PGC1a acetylation signal in U2OS cells; AlphaScreen anti-acetyl-lysine; with virally co-expressed GCN5 acetyltransferase; inhibition, % at 15.6 µM; 350,000 compounds, 0.17% hits;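 active = every replicate shows inhibition of at least 40%; inconclusive = mean inhibition at least 40% but some replicate below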;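 also: 0% = neutral control wells and 100% = positive control wells; some results beyond the cut were filed as inactive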
# Cneo AK release = causes C. neoformans cell lysis; adenylate kinase release luminescence, 4 h; normalised: neutral wells 0, clomiphene wells 100; AID 651654; 360,000 compounds, 0.2% hits; lysis activity, % at 15 µM;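 active = mean lysis activity across replicates of at least 80%, whatever share of replicates individually reach that level; inactive = mean lysis activity below 80%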
#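 Test system: log-phase Cryptococcus neoformans yeast cells. Input: 5 × 10^6 yeast cells/mL. Medium: fresh YPD growth medium. Doses: single dose. Incubation: static 4 h at 37 °C with compound, 1 h detection. Measured by: luminescent adenylate kinase detection reagent. Read-out: signal increase indicating cell lysis. Benchmarks: Clomiphene.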
# ERAP1 inh = inhibitors of human ERAP1 aminopeptidase; Q9NZ08; recombinant ERAP1, Leu-AMC fluorescence, 60 min; inhibition, % at 10.7 µM; 340,000 compounds, 0.15% hits; AID 652197;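 active = mean replicate inhibition of at least 30%, or all replicates individually reaching that 30% level; inactive = mean below 30% and not every replicate reaching it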;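 also: 0% = neutral control wells and 100% = L-leucinethiol positive control wells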
# S100A4 MyoIIA = S100A4-myosin IIA interaction inhibition; P26447; S100A4/TAMRA-MyoIIA peptide fluorescence polarization; inhibition, % at 10.7 µM; 360,000 compounds, 0.14% hits; AID 652163;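 active = mean inhibition of at least 70% across replicates, with every replicate also reaching that level; inconclusive = mean inhibition reaches 70% but some replicates fall short; inactive = mean inhibition below 70%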
# Target sequence (P26447 whole entry, looked up): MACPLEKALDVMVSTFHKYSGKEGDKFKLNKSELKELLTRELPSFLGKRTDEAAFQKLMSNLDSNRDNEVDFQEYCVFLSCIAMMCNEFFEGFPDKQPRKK
#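 incubation = readout 5 min after mixing, signal stable up to 60 min | system = S100A4 monomer protein | buffer or medium = HEPES pH 7.2 with CaCl2, KCl, NaCl, DTT, Triton | benchmarks = neutral control DMSO, positive control TFP | also added = fluorescent myosin IIA peptide, 5 nM | compound dosing = one concentration per compound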
# SIRT5 block = sirtuin-5 (human) deacylase inhibition | Q9NXA8 | Purified SirT5, succinyl-peptide AMC, trypsin-coupled fluorescence | inhibition, % at 15 µM | 330,000 compounds, 1.1% hits | AID 652115; in the data active = inhibition above about 15%; inconclusive = no clear call, values can overlap the other calls
# Target sequence (Q9NXA8 whole entry, looked up): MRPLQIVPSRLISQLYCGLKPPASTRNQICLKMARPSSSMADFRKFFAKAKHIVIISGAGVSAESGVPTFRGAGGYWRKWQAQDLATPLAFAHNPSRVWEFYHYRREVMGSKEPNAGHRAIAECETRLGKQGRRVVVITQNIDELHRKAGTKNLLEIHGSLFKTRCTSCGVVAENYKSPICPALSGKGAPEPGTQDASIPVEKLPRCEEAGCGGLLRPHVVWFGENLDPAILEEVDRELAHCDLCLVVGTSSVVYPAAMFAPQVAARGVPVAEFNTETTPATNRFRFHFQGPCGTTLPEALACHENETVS
# LGR2 antag = blocks bursicon-induced cAMP signaling via Drosophila LGR2; HEK293 LGR2, CRE-luciferase, bursicon-stimulated, 4 h; inhibition, % at 9.99 µM; 380,000 compounds, 0.35% hits;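 active = drop in luminescence signal, shown as inhibition above about 50% in the replicate tests, limit read from the data, passing the limit was not always enough; inconclusive = probably only some replicates passing the limit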;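 also: agonist challenge used bursicon conditioned medium at about half maximal strength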
# Numbers without * were called inactive; ? = inconclusive; nt = not tested or not shown; & = joins results of further samples. An excerpt (hit frequency here may not be typical).
canonical_smiles	Statin myotox sup	PGC1a acetyl inh	SIRT5 block	LGR2 antag	Xi reactivation	S100A4 MyoIIA	ERAP1 inh	Cneo AK release
FC(F)(F)Oc1ccc(C2NCc3ccccc3-n3cccc32)cc1 (stereo unspecified)	4	-6	-6	5	0.1	-1	0	0
N/C(=N\[N+](=O)[O-])N1CCN(C(=O)OC2CCCC2)CC1	-2	-9	1	-6	0.2	-8	-1	0
COC(=O)C1=C(c2ccc(OC(F)(F)F)cc2)C[C@@H]2CC[C@H]1N2C(=O)N1CCOCC1	-8	-6	nt	35	0.2	0	-3	0
CC=Cc1ccc2n(c1=O)C[C@H]1[C@H](CO)[C@@H](C(=O)OC)[C@@H]2N1CC1CCCCC1 (mixture of isomers)	6	nt	-2	-8	0.3	11	-2	2
COC(=O)C1=C(c2ccc3ccccc3c2)C[C@@H]2CC[C@H]1N2C(=O)NCc1ccco1	2	5	-3	-16	0.0	1	-1	2
COC(=O)C(C)NC(=S)N1CC2C[C@@H](C1)Cn1c2cccc1=O (stereo partly specified)	nt	nt	-2	13	0.5	-2	-4	nt
CCCOc1ccccc1C1SCC(=O)Nc2c1c(=O)[nH]n2C(C)CCC (stereo unspecified)	-7	-7	nt	-15	nt	nt	nt	3
COc1ccc(NC(=S)N2Cc3ccccc3-n3nncc3C2)c(OC)c1	8	-11	-2	8	0.2	-4	-1	0
COc1ccc(CNCCc2c[nH]c3ccccc23)c(OC)c1C	-3	-15	0	-3	0.1	3	2	4
CO[C@@H]1C=CC23c4cc5c(cc4CO[C@]2(O)CN(C)[C@H]3C1)OCO5 (stereo partly specified)	-2	nt	-1	-34	-0.2	-10	-3	-9
Cc1ccc(-n2c(O)c(/C=N/Nc3ccccc3)c(=O)[nH]c2=O)cc1C	nt	nt	-1	8	0.0	-11	-1	nt
FC(F)=C(F)CCSc1ncn[nH]1	nt	-1	-7	16	0.0	-2	3	nt
CCC(c1nnnn1C1CCCCC1)N1CCC2(CC1)C(=O)NCN2c1ccccc1 (stereo unspecified)	-5	-35	-2	3	-0.1	1	nt	1
Cn1c(O)c(/C=N/NC(=O)c2ccncc2)c(=O)[nH]c1=S	nt	6	1	-10	-0.1	-63	11	-1
Cn1cc(C=C(C#N)C#N)c2ccccc21	5	nt	1	8	0.3	5	-6	-1
N=C1C(c2ccccc2)=C(O)CN1Cc1ccco1	18	-6	1	-5	nt	-1	10	0
O=S(=O)(F)c1ccc2nc(-c3cccc(Sc4ccccc4)c3)cc(Cl)c2c1	nt	14	-3	15	0.1	1	nt	nt
CCCOC(=O)c1ccccc1C(=O)OCCC	0	-15	nt	-2	nt	16	0	-2
CCC1(C2=NCCN2)Cc2ccccc2O1 (stereo unspecified)	7	13	0	3	0.2	-1	1	-1
COC(=O)[C@H]1[C@H](CO)[C@H]2Cn3c(ccc(/C=C/c4ccccc4)c3=O)[C@@H]1N2Cc1ccccc1F	5	nt	-67	1	0.2	4	5	0
COC(=O)C1=C(c2ccc(F)cc2OCc2ccccc2)C[C@@H]2CC[C@H]1N2C(=O)NCc1ccc2[nH]ccc2c1	7	-4	-1	17	0.0	-4	-3	3
COC(=O)C1=C(c2cccc(OC)c2OC)C[C@@H]2CC[C@H]1N2C(=O)NCC1CC1	-14	-4	nt	0	0.0	0	-1	-2
O=C(NC1CN2CCC1CC2)c1cccc(Cl)c1 (stereo unspecified)	-3	2	-2	11	0.0	0	0	0
CC(C)n1c(=O)c(C=Nc2cccc([N+](=O)[O-])c2)c(O)n(CCc2ccccc2)c1=O	6	-8	-4	8	0.1	-4	11	nt
ClCC(Br)CBr (stereo unspecified)	7	-8	nt	8	nt	-4	-5	0
O=C(Cc1ccccn1)N1CCCCN2[C@@H](CO)[C@H](c3ccc(-c4ccccc4)cc3)[C@@H]2C1	nt	-11	-1	2	0.0	13	-1	-2
CNS(=O)(=O)c1ccc(N=Cc2c(O)n(-c3ccccc3)c(=O)[nH]c2=O)cc1	nt	nt	-1	16	0.1	0	7	nt
COC(=O)[C@H]1[C@H](CO)[C@H]2Cn3c(ccc(C4=CCCC4)c3=O)[C@@H]1N2CC1CCCCC1	-10	nt	8	-9	0.1	-16	-4	61
O=C1NC(=O)N(Cc2ccc(F)cc2)C(=O)/C1=C\c1ccc([N+](=O)[O-])s1	nt	6	28*	-15	0.3	-45	0	3
CN(C)C(=O)Oc1ccnc2cc(Cl)ccc12	34	-11	-4	11	0.1	-1	-1	-1

# Next structures follow:
canonical_smiles	Statin myotox sup	PGC1a acetyl inh	SIRT5 block	LGR2 antag	Xi reactivation	S100A4 MyoIIA	ERAP1 inh	Cneo AK release
C[C@]12CC[C@H](O)C[C@H]1CC[C@@H]1[C@@H]2CC[C@]2(C)[C@@H](C3=CC(=O)OC3)CC[C@]12O	11	21	0	84*	0.3	2	-3	0
Clc1cccc(CNCCc2c[nH]c3ccccc23)c1	?	-6	-9	13	0.0	-11	0	0
C[C@]12CCC3C(CC[C@H]4C[C@@H](O)CC[C@]34C)C1CC[C@@]2(O)C(F)(F)F (stereo partly specified)	0	0	nt	5	0.0	5	-1	0
N#Cc1ccccc1NC(=O)CN1CC=C(c2ccccc2)CC1	nt	?	3	-2	-0.2	18	-3	nt
Cc1ccc(C2CN(C)CC2C(=O)c2ccc(F)cc2)cc1 (stereo unspecified)	-6	-1	-3	-1	-0.1	1	-2	3
CCC(C)N1Cc2ccccc2C1=N (stereo unspecified)	4	-12	nt	10	nt	4	-2	0
CN(C)P(=O)(C(Cl)=C(N1CCCCC1)N1CCCCC1)N(C)C	-2	-5	1	0	nt	1	-4	0
CCOC(=O)CNC(=O)N1Cc2cc(-c3ccccc3)ccc2-n2nncc2C1	-1	-7	-3	1	nt	0	7	0
C[C@]12N[C@H](Cc3ccccc31)c1ccccc12	12&12	17	-1&-3	1&-7	0.0&0.2	-4&12	-2&-1	1&0
Cn1c(O)c(/C=N/N2CCOCC2)c(=O)n(C)c1=S	6	1	7	4	0.1	-34	nt	1
O=C1/C(=C\c2ccc(Cl)c(Cl)c2)N2CCC1CC2	nt	9	-2	nt	0.0	-3	0	-4
Fc1ccc(CNC2CN3CCC2CC3)cc1 (stereo unspecified)	21	6	-1	7	0.0	-5	1	-2
CC(=O)Nc1nnc(CCN(CCc2nnc(NC(C)=O)s2)[N+](=O)[O-])s1	nt	nt	-1	-9	0.0	-6	-4	nt
C=CCn1c(O)c(C(C)=NCCCN2CCOCC2)c(=O)[nH]c1=O	3	-4	-2	5	nt	-3	0	0
CCN(C=C1CC2C3CC=C4CC(O)CCC4(C)C3CCC2(C)C1=O)CC (stereo unspecified)	-9	-2	-1	4	-0.1	-2	0	0
CCOP(=O)(OCC)C(NC(=O)CC(C)C)C(Cl)(Cl)Cl (stereo unspecified)	nt	nt	-8	0	0.0	3	-5	nt
Cc1cc(C(=O)OC(C)C(=O)Nc2ccccc2)c(C)n1C1CC1 (stereo unspecified)	1	-10	-2	-14	0.4	-2	4	0
Cc1ccc2c(c1)CC1(CN2C)C(=O)NC(=O)N(c2ccc(C)c(C)c2)C1=O (stereo unspecified)	-5	-7	nt	17	nt	nt	nt	3
COC(=O)C1=C(c2ccc(OCc3ccccc3)cc2)C[C@@H]2CC[C@H]1N2C(=O)NCc1ccc(OC)cc1	-11	1	0	0	0.1	-2	1	-2
Cn1c(CN2CCN(C(=O)COc3ccccc3)CC2)nc2cc([N+](=O)[O-])ccc21	6	5	-2	9	0.1	-2	14	nt
COc1ccc(-c2nn(Cc3ccccc3)cc2C(=O)NC2CC2)cc1OC	56	nt	0	-3	-0.1	0	-4	1
CCOc1cc2c(cc1OCC)-n1cccc1C(c1ccccc1O)NC2 (stereo unspecified)	12	2	-4	-5	-0.1	5	-4	1
Cc1cc(/C=C2\C(=O)NC(=O)N(Cc3ccccc3)C2=O)c(C)n1-c1ccc(Cl)c(C(=O)O)c1	nt	nt	nt	-4	0.0	-22	7	nt
CCc1sc(C(=O)N2CCC3(CC2)OCCO3)cc1Br	7	-5	nt	16	nt	nt	nt	-2
CC(/C=C(\C)Nc1ccccc1)=Nc1ccccc1	-6	-1	1	-10	-0.5	-2	-3	0
O=C1CC(N2CCC(n3c(=O)[nH]c4ccccc43)CC2)C(=O)N1c1ccc(F)cc1 (stereo unspecified)	-7	2	nt	14	nt	nt	nt	0

# Single entries from the entries so far.
# CN(C)C(=O)Oc1ccnc2cc(Cl)ccc12 in SIRT5 block has -4
# COC(=O)C1=C(c2ccc3ccccc3c2)C[C@@H]2CC[C@H]1N2C(=O)NCc1ccco1 in Cneo AK release has 2
# COC(=O)[C@H]1[C@H](CO)[C@H]2Cn3c(ccc(C4=CCCC4)c3=O)[C@@H]1N2CC1CCCCC1 in Xi reactivation has 0.1
# CCN(C=C1CC2C3CC=C4CC(O)CCC4(C)C3CCC2(C)C1=O)CC (stereo unspecified) in ERAP1 inh has 0
# Cc1ccc(C2CN(C)CC2C(=O)c2ccc(F)cc2)cc1 (stereo unspecified) in ERAP1 inh has -2
# CCc1sc(C(=O)N2CCC3(CC2)OCCO3)cc1Br in Statin myotox sup has 7
# CCC(C)N1Cc2ccccc2C1=N (stereo unspecified) in PGC1a acetyl inh has -12

# Fetched by structure from the entries so far (2):
canonical_smiles	Statin myotox sup	PGC1a acetyl inh	SIRT5 block	LGR2 antag	Xi reactivation	S100A4 MyoIIA	ERAP1 inh	Cneo AK release
C[C@]12N[C@H](Cc3ccccc31)c1ccccc12	12&12	17	-1&-3	1&-7	0.0&0.2	-4&12	-2&-1	1&0
CCC(C)N1Cc2ccccc2C1=N (stereo unspecified)	4	-12	nt	10	nt	4	-2	0

# Screening data from PubChem BioAssay.
